Screening data from PubChem.
FXIa inh: blocks human coagulation factor XIa activity | purified human FXIa, fluorogenic AMC substrate cleavage | actives 0.3% (n = 33,000) | inhibition, % at 10 µM | AID 687;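 active = inhibition above 40% in the primary screen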;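 also: 0% = enzyme without compound and 100% = blank wells lacking enzyme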
FXIIa single: blocks human coagulation factor XIIa activity; P00748; purified human FXIIa, AMC substrate fluorescence, 2 h; inhibition, % at 10 µM; actives 0.2% (n = 33,000); AID 701; in the data active = inhibition above about 30%;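 also: 0% = enzyme with vehicle only and 100% = no enzyme blank; many of its hits are not listed in these tables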
Target sequence (P00748 20-372 limits assumed): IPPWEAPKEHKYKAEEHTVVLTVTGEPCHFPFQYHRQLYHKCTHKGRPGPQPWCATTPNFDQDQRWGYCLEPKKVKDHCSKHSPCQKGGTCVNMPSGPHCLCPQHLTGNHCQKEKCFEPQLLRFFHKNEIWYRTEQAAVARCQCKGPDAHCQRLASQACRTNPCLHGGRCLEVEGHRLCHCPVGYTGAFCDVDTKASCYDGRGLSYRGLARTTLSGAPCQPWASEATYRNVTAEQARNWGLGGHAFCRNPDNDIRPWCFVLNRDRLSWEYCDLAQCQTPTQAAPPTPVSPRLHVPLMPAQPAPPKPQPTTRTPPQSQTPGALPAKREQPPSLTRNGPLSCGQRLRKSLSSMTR
Target sequence (P00748 373-615 limits assumed): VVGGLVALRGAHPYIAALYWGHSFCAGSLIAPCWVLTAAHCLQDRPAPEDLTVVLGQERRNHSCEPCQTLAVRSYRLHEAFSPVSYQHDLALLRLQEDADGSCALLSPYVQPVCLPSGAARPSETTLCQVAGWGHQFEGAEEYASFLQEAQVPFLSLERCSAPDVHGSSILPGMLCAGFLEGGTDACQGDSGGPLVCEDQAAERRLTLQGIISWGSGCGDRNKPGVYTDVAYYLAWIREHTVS
* marks the source's active call; other numbers are inactive results. An excerpt, so the mix of outcomes need not match the whole.

SMILES | FXIa inh | FXIIa single
COc1cccc(CSc2nnc(-c3ccco3)n2C)c1 | -5 | 3
Cc1nn(Cc2ccc(F)cc2)c(C)c1NC(=O)c1noc2c1CCc1ccccc1-2 | 7 | 7
CCOc1ccc(N=c2oc3cc(O)ccc3cc2C(=O)NCC2CCCO2)cc1 (stereo not given) | 10 | 0
Cc1ccc(C(=O)CCC2CCCCC2=O)cc1 (stereo not given) | -9 | 7
Cc1ccc(-c2ccc(CCC(=O)O)n2Cc2ccco2)cc1 | -6 | -11
CCCCCOC(=O)C1=C(C)Nc2nnnn2C1c1ccccc1Cl (stereo not given) | -13 | 7
CC(=O)Nc1ccc(NC(=O)c2sc3nc4c(c(-c5ccc(C)cc5)c3c2N)CCC4)cc1 | 2 | 0
CNCCCOc1cccc(OC(C)C)c1 | 1 | 1
CC(C)C(=O)c1cc2c(cc1NC(=O)c1ccccc1)OCCO2 | 4 | 3
O=C(COc1ccc(Cl)cc1)NCc1nnc(SCC(=O)Nc2ccccc2)o1 | -11 | -13
Cc1oc(-c2ccccc2F)nc1CS(=O)(=O)CC(=O)N1CCN(c2ccccc2)CC1 | 4 | 7
CSCCNC(C)=O | -8 | -1
O=C(Cc1coc2ccc3ccccc3c12)N1CCc2ccccc21 | -4 | 7
O=C(Cn1cnc2c(oc3ccccc32)c1=O)NCC1CCCO1 (stereo not given) | 7 | 6
COc1ccc(OC)c(C(=O)C2COC(=O)C2)c1 (stereo not given) | -2 | 3
COC(=O)c1c(C)[nH]c(C(=O)CSc2nnnn2-c2ccccc2)c1C | 19 | 7
COc1cccc(NC(=O)c2cccc(OC)c2OC)c1 | -2 | -3
N/C(=N\OC(=O)C(c1ccccc1)c1ccccc1)c1ccccn1 | 3 | 4
COC(=O)c1ccc(NC(=O)C2CCN(C(=O)c3cc(OC)c(OC)c(OC)c3)CC2)cc1 | 2 | 7
COn1c(=O)c(-c2cccs2)[n+]([O-])c2ccccc21 | 28 | -9
Cc1ccc(-n2ncc3c(=O)n(CC(=O)OCc4ccccc4)cnc32)cc1 | -1 | 3
COc1ccccc1CC(=O)Nc1ccccc1C(=O)O | 0 | 9
Nc1ccc2nc(-c3cc(Cl)c(N)c(Cl)c3)[nH]c2c1 | -6 | -6
COc1ccccc1NC(=O)CSc1nnc(CNC(=O)c2ccco2)o1 | 6 | 7
O=C(COc1ccc(Br)cc1CO)Nc1ccccc1F | -3 | -2
CCC(O)CNc1nc(SC)nc2sc3c(c12)CCN(C)C3 (stereo not given) | 0 | 0
O=S(=O)(c1cccc(-c2nc3ccccc3s2)c1)N1CCOCC1 | 2 | 1
Cc1cccc(CS(=O)(=O)Cc2ccc(C(=O)NCCCN3CCCC3)o2)c1 | -5 | 6
CCC(=O)Nc1ccc(S(=O)(=O)N2CCOCC2)cc1 | -9 | 13
Nc1cccc(Cl)c1N1CCOCC1 | 17 | 2

A draw from above in order of length of the SMILES, ascending:
SMILES | FXIa inh | FXIIa single
O=C(Cc1coc2ccc3ccccc3c12)N1CCc2ccccc21 | -4 | 7
O=S(=O)(c1cccc(-c2nc3ccccc3s2)c1)N1CCOCC1 | 2 | 1
Cc1oc(-c2ccccc2F)nc1CS(=O)(=O)CC(=O)N1CCN(c2ccccc2)CC1 | 4 | 7

(continued)
SMILES | FXIa inh | FXIIa single
O=C(NCc1cn2ccccc2n1)c1ccc2c(c1)OCO2 | 20 | -18
COc1ccc(OC(C)C(=O)Nc2cccnc2)cc1 (stereo not given) | -6 | 6
N#Cc1cn(-c2ccccc2)nc1-c1ccc2c(c1)OCCO2 | 2 | 7
C=CCn1c(SCC(=O)Nc2cccc(C(=O)OC)c2)nnc1C(C)NC(=O)c1cccs1 (stereo not given) | 3 | 3
COC(=O)c1cccc(NC(=O)CCCOc2cccc(C)c2)c1 | -1 | -3
CSc1ccccc1NC(=O)Nc1ccc(F)c(Cl)c1 | -2 | 6
Cc1ccc(S(=O)(=O)N2CCC(C(=O)N3Cc4ccccc4C3)CC2)cc1 | -4 | 4
COCCNCCOc1ccccc1-c1ccccc1 | -6 | 5
CC(C)(Cc1nc2ccccc2[nH]1)C(=O)O | -4 | 10
CCCn1nnnc1SCC(=O)NCc1ccc(OC)cc1 | -1 | 2
CC(C)C(=O)Nc1cccc(-c2cnc3ccccc3n2)c1 | -2 | 4
C=CCn1c(SCc2csc(C)n2)nc2sc3c(c2c1=O)CCCC3 | 0 | 7
CN(CC(=O)N1CCc2ccccc21)S(=O)(=O)c1ccc(Br)s1 | -3 | 2
O=C(O)CCCCCNC(=O)c1ccccc1 | -1 | 3
CCC1(C)Cc2c(sc3c2c(=O)n(C)c2nnc(SCC(=O)c4ccc(Cl)cc4)n32)CO1 (stereo not given) | -9 | 7
O=C(NCc1cccs1)c1ccc(CS(=O)(=O)c2ccc(Cl)cc2)o1 | 8 | 4
CCOc1ccccc1N=c1oc2cc(O)ccc2cc1C(=O)NCC1CCCO1 (stereo not given) | 11 | 5
CC12C=CC3(O1)C(C(=O)N(c1cccnc1)C3C(=O)NC1CCCCC1)C2C(=O)Nc1ccccc1 (stereo not given) | 2 | 2
COc1ccc(C)cc1S(=O)(=O)Nc1ccc(F)c(Cl)c1 | 0 | 8
CC(=O)Nc1nonc1-c1nc2ccccc2n1CCC#N | -5 | 3
O=S(=O)(c1ccc2ccccc2c1)N1CCC(c2nc(-c3ccncc3)no2)CC1 | 0 | 10
Cc1cc(C)n(CC(O)COc2ccccc2C(=O)Nc2ccccc2)n1 (stereo not given) | 1 | 12
CC(C)C(c1nnnn1Cc1ccc(F)cc1)N1CCN(C2CCCCC2)CC1 (stereo not given) | -5 | 2
Cc1noc(C)c1C(=O)N1CCCC1 | 15 | -12
CC(=O)NC1CC2CCCC(C1)N2C(=O)Nc1ccccc1 (stereo not given) | 2 | 10
CCc1cccc(C)c1NC(=O)C1C2CCC(O2)C1C(=O)O (stereo not given) | -3 | 2
Fc1cccc(F)c1CSc1nc2ccccc2[nH]1 | 2 | 4
CN(C)c1oc(-c2cccs2)nc1C#N | -17 | -38
CCCOc1ccc(N2C(=O)CC(N(C(=O)c3ccco3)c3ccc(OCCC)cc3)C2=O)cc1 (stereo not given) | -4 | 3
Cc1nc2ccccc2c(=O)n1NC(=O)Cc1ccccc1 | -1 | 4
COC(=O)CSc1nc(NC#N)nc(NC(C)C)n1 | 3 | 4
CCN(CC#CCC(O)(c1ccccc1)C1CCCC1)C(C)C (stereo not given) | 5 | 5
CCC(=O)N1CCc2cc(S(=O)(=O)NC(C(=O)NCc3ccc(F)cc3)C(C)C)ccc21 (stereo not given) | -5 | 4
O=C(Nc1cccc(Cl)c1)C1=Cc2cc(Cl)ccc2OC1 | 2 | 7
CCOc1cc(C2C3=C(CCCC3=O)NC3=C2C(=O)CCC3)ccc1OCCO | 0 | 7
Cc1cc(C)nc(NC(=O)CSc2nc3cc(Cl)ccc3s2)n1 | 16 | -7
COc1cc(C(=O)Nc2ccc(S(=O)(=O)Nc3onc(C)c3C)cc2)cc(OC)c1OC | 1 | -12
CCCSc1nc(N2CCCC2)c2c(c1C#N)CC(C)(C)OC2 | -5 | 8
Cc1cccc(NC(=O)c2snc3c(=O)[nH]cnc23)c1 | 103* | -14
Cn1c(Cc2c[nH]c3ccccc23)n[nH]c1=S | -10 | 5
O=C(c1ccco1)N1CCN(C(=O)c2cc(-c3ccccc3)nc3ccccc23)CC1 | 5 | 4
Cc1ccc(NC(=O)c2ccccc2)cc1 | -2 | 1
O=C(CSc1nc(SCC(=O)NCc2ccccc2)n(-c2ccccc2)n1)NCc1ccccc1 | -7 | 11
CCOc1ccc(OCCN2C(=O)NC3(CCCc4ccccc43)C2=O)cc1 (stereo not given) | 3 | 5
CCOC(=O)c1sc(NC(=O)c2cncc(Br)c2)nc1C | -10 | 8
O=c1oc(-c2ccccc2)nc2c1C1(CCCCC1)Cc1ccccc1-2 | 18 | -10
COc1ccc(CCNC(=O)c2c(O)c3c([nH]c2=O)CCCC3)cc1 | 28 | 2
CCOC(=O)CSc1nc2ccccc2c(=O)n1NC(=O)c1ccccc1 | 3 | 5
Cc1cc(C)n(-c2ccc(C(=O)Nc3cc(C(F)(F)F)ccc3N3CCOCC3)cc2)n1 | 1 | 10
O=C(CN1CCCCC1)Nc1ccccc1-c1ccccc1 | 0 | 11
Nc1nc(COc2ccccc2)cs1 | 24 | -12
CC1=Nc2ncnn2C(c2ccccc2)/C1=N\O (stereo not given) | 4 | 4
CCOC(=O)c1cc2c(ccn2C)n1CC(=O)N1CCN(c2cccc(C(F)(F)F)c2)CC1 | 2 | 7
CCc1ccc(-n2nc3ccc(NC(=O)c4ccc5c(c4)OCO5)cc3n2)cc1 | 6 | 1
COc1ccc2cc3c(N)nn(C(=O)Cc4ccc(Cl)cc4)c3nc2c1 | -16 | -9
CSc1ccc(Cl)c(C(=O)OCC(=O)NC2CC2)c1 | 0 | 3
C=CCc1c(C)nc(SC)nc1Nc1ccc(C(=O)O)cc1 | -1 | 4
CCCCn1cnc2c([nH]c3ccccc32)c1=O | -10 | 14
O=S(=O)(NCCc1ccncc1)c1ccc(Br)cc1 | -2 | 0
Cc1nc(-c2cccc(S(=O)(=O)N3CC(C)CC(C)C3)c2)cs1 (stereo not given) | -3 | 3
Additional compounds follow.
SMILES | FXIa inh | FXIIa single
Cc1ccc(-c2nnn(CC(=O)N(Cc3ccc(F)cc3)C(C(=O)NC3CCCC3)c3ccncc3)n2)o1 (stereo not given) | -2 | -5
COCCOC(=O)C1=C(N)Oc2c(oc(CO)cc2=O)C1c1c(F)cccc1Cl (stereo not given) | 1 | -1
Nc1ccc2nc(-c3ccccc3)[nH]c2c1 | -11 | -24
CCn1c(=O)c2c3c(sc2n2c(=S)[nH]nc12)CCC3 | 19 | -14
CC(OC(=O)c1cc[n+]([O-])cc1)C(=O)Nc1ccc(Cl)cn1 (stereo not given) | 3 | 4
Cc1csc(=S)n1-c1ccccc1 | -7 | 9
CCc1ccc(-c2nc(C(N)=O)c3[nH]c(=O)n(-c4ccccc4OC)c3n2)cc1 | -8 | 6
COc1ccc(/C=C2/C(=O)N=C(N)N2C)cc1OC | 11 | 9
CCOC(=O)c1cccc(NC(=O)CSc2nnc(C)n2Cc2ccccc2)c1 | 1 | 4
Cc1nn(-c2nc3ccccc3[nH]2)c(N)c1-c1ccc(Cl)cc1 | -8 | 8
Clc1ccc(-c2cn3cccnc3n2)cc1Cl | 0 | 3
CN(C)CCCNC1=CC(=O)OC12CCCCC2 | 1 | 7
O=C(CN1CCOCC1)Nc1ccc(Oc2ccccc2)cc1 | 3 | 6
CCCC(=O)Nc1nc2n(n1)C(c1ccccc1)CC(=O)N2 (stereo not given) | -2 | 1
Cc1ccc(-n2c(-c3ccc(Br)cc3)c[n+]3c2CCc2ccc4cccnc4c2-3)cc1 | 1 | 4
Cc1ccc(CNC(=O)CN2CCN(Cc3ccc(C)cc3)C2=O)cc1 | -2 | 5
Cc1ccc(NC(=O)CSc2nnc(-c3ccncc3)o2)cc1 | -4 | 7
COc1ccc(-c2nnn(CC(=O)N3CCN(c4ccccc4OC)CC3)n2)cc1 | -3 | -1
Cc1ccc(S(=O)(=O)Nc2nc(C)cc(-n3nc(C)cc3C)n2)cc1 | 23 | -13
O=C(CCSc1ccccc1)Nc1nccs1 | 25 | 6
Cc1cc(OCC(=O)Nc2ccc(S(=O)(=O)N3CCN(C)CC3)cc2)ccc1Cl | 2 | 8
O=c1nc(N2CCCCC2)nc(Nc2ccccc2)[nH]1 | 0 | -2
O=C(C[n+]1ccc(C(=O)N/N=C/c2ccc(Br)cc2)cc1)c1ccccc1 | -2 | 9
O=C(Nc1cccnc1)c1ccc(COc2cc(Cl)ccc2Cl)o1 | -12 | -10
O=S(=O)(c1ccc2ccccc2c1)N(CC(O)CN1CCOCC1)c1ccccc1 (stereo not given) | 7 | 3
O=C(NCCN1CCOCC1)c1ccc2ccccc2c1 | 3 | 5
O=C(CN1C(=O)c2cccnc2C1=O)c1ccccc1 | 0 | 3
Cc1ccc(-c2[nH]nc3c2C(c2ccc(OC(=O)N4CCOCC4)cc2)C(C#N)=C(N)O3)cc1 (stereo not given) | 4 | -14

Grouped by structure, the compounds so far containing two or more sulfur atoms (13)
SMILES | FXIa inh | FXIIa single
CCC(O)CNc1nc(SC)nc2sc3c(c12)CCN(C)C3 (stereo not given) | 0 | 0
O=S(=O)(c1cccc(-c2nc3ccccc3s2)c1)N1CCOCC1 | 2 | 1
C=CCn1c(SCC(=O)Nc2cccc(C(=O)OC)c2)nnc1C(C)NC(=O)c1cccs1 (stereo not given) | 3 | 3
C=CCn1c(SCc2csc(C)n2)nc2sc3c(c2c1=O)CCCC3 | 0 | 7
CN(CC(=O)N1CCc2ccccc21)S(=O)(=O)c1ccc(Br)s1 | -3 | 2
CCC1(C)Cc2c(sc3c2c(=O)n(C)c2nnc(SCC(=O)c4ccc(Cl)cc4)n32)CO1 (stereo not given) | -9 | 7
O=C(NCc1cccs1)c1ccc(CS(=O)(=O)c2ccc(Cl)cc2)o1 | 8 | 4
Cc1cc(C)nc(NC(=O)CSc2nc3cc(Cl)ccc3s2)n1 | 16 | -7
O=C(CSc1nc(SCC(=O)NCc2ccccc2)n(-c2ccccc2)n1)NCc1ccccc1 | -7 | 11
Cc1nc(-c2cccc(S(=O)(=O)N3CC(C)CC(C)C3)c2)cs1 (stereo not given) | -3 | 3
CCn1c(=O)c2c3c(sc2n2c(=S)[nH]nc12)CCC3 | 19 | -14
Cc1csc(=S)n1-c1ccccc1 | -7 | 9
O=C(CCSc1ccccc1)Nc1nccs1 | 25 | 6
